Screens from PubChem.
TAAR1 antagonist: human TAAR1 antagonism. Q96RJ0. CHO RD-HGA16 TAAR1, Fluo-8 calcium fluorescence, antagonist. inhibition, % at 3 µM. hit rate 1.5% among 360,000;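 active = inhibition above a per-plate cutoff, the mean inhibition of test compounds on that plate plus 3 SD, cut at about 49% in these data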;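 note: 0% = DMSO plus EC80 beta-PEA response and 100% = DMSO alone without agonist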
Target sequence (Q96RJ0 whole entry, looked up): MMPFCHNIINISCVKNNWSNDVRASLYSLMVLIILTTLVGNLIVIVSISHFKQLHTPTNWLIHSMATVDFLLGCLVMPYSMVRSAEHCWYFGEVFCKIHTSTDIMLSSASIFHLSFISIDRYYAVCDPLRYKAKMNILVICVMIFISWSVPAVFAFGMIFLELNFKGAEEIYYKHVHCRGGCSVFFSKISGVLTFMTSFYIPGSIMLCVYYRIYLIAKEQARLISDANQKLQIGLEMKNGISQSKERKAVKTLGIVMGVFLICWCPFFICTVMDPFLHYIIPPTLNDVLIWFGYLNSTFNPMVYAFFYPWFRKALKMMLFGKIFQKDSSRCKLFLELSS
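Material: CHO RD-HGA16 cells bearing hTAAR1; compound dosing: one-point dosing, 3 µM nominal final; schedule: dye loading 75 min at 37 °C, then 30 min room temperature; measured by: calcium fluorescence with Fluo-8; control set: vehicle and agonist controls; replication: n of 1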
M1 ag parental: nonselective activator or artifact in parental CHO-K1 cells | Fluo-8 calcium fluorescence; scaled to maximal ATP response, vehicle zero | activation, % at 3 µM | hit rate 0.48% among 360,000 | AID 602248; in the data active = activation above about 15%;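 note: untransfected CHO-K1 host cells lacking M1 receptor as counterscreen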
OXTR potentiate: human OXTR potentiation | CHO-OTR cells, Fluo-8 calcium fluorescence, potentiator mode; 0% = oxytocin EC15, 100% = EC100 | activation, % at 3 µM | hit rate 0.061% among 320,000;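 active = activation above that plate's cutoff, the mean activation of tested compounds plus 3 SD, cut at about 6.6% in these data, passing the limit was not always enough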;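 note: 100% uses oxytocin at 75 nM as the full agonist control; some results filed as inactive read as strong as hits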
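Measured by – Fluo-8 calcium dye fluorescence · Test system – human OTR in CHO cells · Dosing – one concentration, 3.0 µM compound · Controls – EC15 oxytocin alone as 0%, 75 nM oxytocin as 100% · Evaluation – normalized max/min fluorescence ratio, % activation · Timing – 6 min pre-incubation, 100 s read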
CHO-K1 Ca PAM: M1 PAM counterscreen hit in parental CHO-K1 cells. ATP EC20, Fluo-8 calcium fluorescence; 0% at ATP EC20, 100% at ATP max. activation, % at 3 µM. hit rate 0.02% among 360,000. AID 602247;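 active = activation above the run cutoff, the mean activation of all test compounds plus 3 SD, cut at about 40% in these data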;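 note: peak over basal fluorescence ratio in a 140 s read after ATP addition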
V1R ag counter: counter-screen for oxytocin receptor agonists: human V1a receptor agonists; P37288; CHO-V1R cells, Fluo-8 calcium fluorescence, agonist mode; 0% DMSO, 100% 3 nM vasopressin; activation, % at 3 µM; hit rate 0.25% among 320,000; AID 2797;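 active = activation above the mean activation of all tested compounds plus 3 SD, per screening run, cut at about 20% in these data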;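 note: signal is peak over basal fluorescence ratio across a 100 second FLIPR read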
Target sequence (P37288 whole entry, looked up): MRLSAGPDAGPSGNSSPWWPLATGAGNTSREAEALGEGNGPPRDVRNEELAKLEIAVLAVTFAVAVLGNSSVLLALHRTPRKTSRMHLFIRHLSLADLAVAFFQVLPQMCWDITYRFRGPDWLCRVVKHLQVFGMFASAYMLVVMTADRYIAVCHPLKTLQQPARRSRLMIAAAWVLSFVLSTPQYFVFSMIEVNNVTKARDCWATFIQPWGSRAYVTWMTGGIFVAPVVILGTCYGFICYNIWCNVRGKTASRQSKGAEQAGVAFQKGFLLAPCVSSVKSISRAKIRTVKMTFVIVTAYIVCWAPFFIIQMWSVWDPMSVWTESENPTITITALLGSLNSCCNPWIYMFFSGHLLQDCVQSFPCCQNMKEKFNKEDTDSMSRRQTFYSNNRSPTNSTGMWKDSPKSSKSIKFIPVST
CHO parental Ca: counter-screen for OX1R antagonists: effect in parental CHO cells | parental CHO-K1, ATP-induced calcium, Fluo-8 fluorescence | inhibition, % at 5.6 µM | hit rate 0.63% among 330,000 | AID 463079;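 active = inhibition above that plate's mean sample inhibition plus 3 SD, cut at about 26% in these data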;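 note: 0% = ATP-challenged DMSO wells and 100% = DMSO wells without ATP; some compounds past the cut are filed as inactive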
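Assay system: untransfected parental CHO cell line. Also added: ATP agonist challenge. Dosing: one dose, 5.6 µM nominal. Measured by: Fluo-8 fluorescence. Read-out: % inhibition. Benchmarks: ATP wells versus no-ATP DMSO wells. Repeats: no replicates.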
CHO-K1 Ca antag: counter-screen for M1 antagonists: effect in parental CHO-K1 cells | ATP-induced calcium, Fluo-8 fluorescence | inhibition, % at 3 µM | hit rate 0.6% among 360,000 | AID 602250;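 active = inhibition above a per-plate cutoff, the plate's mean sample inhibition plus 3 SD, cut at about 24% in these data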;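 note: 0% = DMSO plus EC80 ATP and 100% = DMSO alone without ATP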
OXTR ag: human OXTR agonism | CHO-OTR cells, Fluo-8 calcium fluorescence; normalized: DMSO 0%, oxytocin 100% | activation, % at 3 µM | hit rate 0.32% among 320,000 | AID 2435;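 active = activation above the mean of all tested compounds plus 3 SD, cutoff set per screening run, cut at about 20% in these data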;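 note: peak over basal fluorescence ratio from a 100 s FLIPR kinetic read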
GPR7 antag: antagonists of human GPR7 (neuropeptides B/W receptor 1); P48145; GPR7-expressing cells, fluorescence antagonist assay; inhibition, % at 4.4 µM; hit rate 1.1% among 290,000; in the data active = inhibition above about 16%, passing the limit was not always enough;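 note: cells stimulated with the agonist NPW; 0% = agonist with vehicle and 100% = vehicle without agonist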
Target sequence (P48145 whole entry, looked up): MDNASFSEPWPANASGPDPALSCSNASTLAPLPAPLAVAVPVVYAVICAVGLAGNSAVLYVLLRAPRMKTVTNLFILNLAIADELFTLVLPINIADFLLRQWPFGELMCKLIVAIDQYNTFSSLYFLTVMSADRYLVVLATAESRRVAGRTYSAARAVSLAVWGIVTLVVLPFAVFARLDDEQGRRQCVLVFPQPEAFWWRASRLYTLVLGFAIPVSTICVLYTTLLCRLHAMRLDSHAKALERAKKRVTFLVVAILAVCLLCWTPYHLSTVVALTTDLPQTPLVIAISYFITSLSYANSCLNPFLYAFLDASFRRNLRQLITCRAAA
Numbers without * were called inactive; / = not tested or not shown. No enrichment for hits, and some 3.5% of all compounds hit somewhere here.

SMILES	TAAR1 antagonist	M1 ag parental	OXTR potentiate	CHO-K1 Ca PAM	V1R ag counter	CHO parental Ca	CHO-K1 Ca antag	OXTR ag	GPR7 antag
Cc1[nH]n(C)c(=O)c1N=Nc1ccc(S(C)(=O)=O)cc1	-8	0.0	-4	-8	-0.3	-7	5	-0.1	-12
Cc1ccc(S(=O)(=O)c2cc3c(=O)n4ccccc4nc3n(C)c2=N)cc1	-4	0.1	-3	6	-0.1	-2	-16	-0.9	0
Cc1nc2ccc([N+](=O)[O-])cc2c(=O)n1Cc1ccc(Cl)cc1	6	2.0	-15	21	4.8	-8	4	1.0	10
Cc1cccc(-c2cc3nc(C)cc(=O)n3[nH]2)c1	-8	0.6	/	16	/	/	-3	/	/
CCCCC[C@@H]1C=C(C(=O)O)[C@H](c2ccc(C)cc2)N1S(=O)(=O)c1ccc(C)cc1	-9	0.2	3	0	-0.3	-11	-8	0.1	/
COc1cccc(N(CC(=O)NCCN2CCOCC2)S(=O)(=O)c2ccccc2)c1	-5	1.7	-7	3	-1.2	-16	-10	0.2	/
Cc1ccc(NC(=O)Cn2ccc([N+](=O)[O-])n2)cc1Cl	-1	2.8	-10	-1	1.2	-6	-7	2.2	6
CCOC(=O)Cn1nc(C)c(NC(=O)COc2ccc([N+](=O)[O-])cc2)c1C	-8	4.1	-4	13	-0.1	-12	-5	-0.1	-8
COc1ccccc1CN(C)C(=O)c1ccc2c(c1)NC(=O)CS2	4	2.1	-7	14	3.8	-7	1	-0.4	-12
O=c1c2ccccc2sn1-c1ccc(Cl)cc1Cl	28	-0.6	/	0	/	/	17	/	/
O=C(O)CSC1CC(=O)N(c2ccc(Cl)c(Cl)c2)C1=O (stereo unspecified)	-17	1.6	-10	16	-0.6	-1	-6	0.2	-13
CCSc1nnc(N(CCC(=O)O)CCC(=O)O)s1	0	0.4	-2	8	-0.3	1	4	0.8	-9
COc1cc(CNC2CCCCCCC2)cc(Cl)c1OC	-7	1.0	-9	17	0.7	-29	-2	3.3	18
O=C(c1ccc(F)cc1)N(c1ccccn1)C1CCCCC1	-4	3.6	-10	-22	-0.6	-16	11	-2.1	-7
COc1ccc(CCNS(=O)(=O)c2cc3c4c(c2)CC(=O)N4CCC3)cc1	-27	7.7	-4	-6	4.8	-12	-6	1.3	8
Cc1ccc(NC(=O)C(c2ccc(Cl)cc2)N2CCOCC2)cc1 (stereo unspecified)	-12	1.8	-8	18	-1.2	-12	4	-1.3	-9
CCOC(=O)c1c(-c2ccco2)csc1NC(=O)CSc1nnc(N)s1	-9	2.4	3	15	0.5	-14	-11	1.3	-13
COc1ccc(/C(C)=N/NC(=O)c2ccc(N(C)C)cc2)cc1	3	0.0	-4	-1	0.0	-2	2	-0.7	5
CCOc1ccccc1N1CCN(C(=S)NCc2ccco2)CC1	-11	2.0	-6	20	1.2	-20	-9	2.0	-10
Cc1ccc(Nc2nnc(SCC(=O)Nc3cccc(S(=O)(=O)NC4=NCCCCC4)c3)s2)cc1	8	-0.5	-5	18	0.4	-40	-9	-1.9	-3
CS(=O)(=O)N(CC(=O)N1CCc2ccccc2C1)Cc1ccc(F)cc1	-3	0.8	/	0	/	/	-6	/	1
O=C(c1ccc(Cn2cc(Cl)cn2)cc1)N1CCN(c2ccccc2)CC1	15	0.9	-2	7	0.0	10	0	0.2	-11
Oc1ccc2ccccc2c1CNc1ccc(Br)cc1	-2	/	-6	/	-0.1	0	/	-0.3	8
Cc1cc(C)nc(SCCCNCc2ccc(Br)cc2)n1	-11	2.5	-5	-14	9.5	-33	7	2.7	9
CCCOc1cccc(NC(=O)c2cc(C)oc2C)c1	-5	-0.5	-8	-1	-1.4	-35	-6	-2.6	-10

(listing goes on)
SMILES	TAAR1 antagonist	M1 ag parental	OXTR potentiate	CHO-K1 Ca PAM	V1R ag counter	CHO parental Ca	CHO-K1 Ca antag	OXTR ag	GPR7 antag
COc1cc(OC)cc(-c2nnc(Nc3nc4c(F)cccc4s3)o2)c1	14	0.3	-1	13	0.7	-9	-11	-0.9	9
Fc1cccc(F)c1-c1nc2c(s1)CCc1onc(-c3ccc(Br)cc3)c1-2	17	0.7	-2	8	1.7	-1	-4	1.8	/
COc1ccc(/C=N/NC(=O)CSc2ccccn2)cc1OC	-3	1.3	-5	10	0.8	-9	-7	0.0	-7
CCn1c2ccccc2c2cc(/C=N/n3cn[nH]c3=S)ccc21	-7	-0.3	1	3	-1.4	-3	-8	-1.9	-8
Cc1ccc(CNC(=O)CCNC(=O)c2ccco2)cc1	-1	-0.2	2	11	0.6	1	-2	0.5	6
Cc1ccc(S(=O)(=O)N(CC(=O)N2CCCCC2)c2cccc(C)c2)cc1	6	0.4	-8	4	-1.2	-23	-5	-1.0	-6
Cc1ccc(-c2c[n+](Cc3ccc(Cl)cc3)c3n2CCC3)cc1	3	5.3	0	3	-1.8	-6	3	0.2	-7
C#CCn1cnc2c(oc3ccccc32)c1=O	/	0.8	0	3	1.5	1	8	0.9	11
COc1ccc(C(=O)Nc2c3c(nn2C(C)(C)C)CS(=O)(=O)C3)cc1OC	-19	0.8	-2	-3	-0.7	-9	9	0.0	9
Cc1ccc(CNC(=O)C2CCN(S(=O)(=O)c3cccs3)CC2)cc1	1	2.0	-5	-6	1.9	1	4	-0.3	5
Cc1ccc(N2C(=O)CC(NNc3nc4ccccc4s3)C2=O)cc1C (stereo unspecified)	7	2.4	-7	-1	2.2	-6	9	2.8	-1
COc1cc2cccc(OC)c(=O)c2c(O)c1OC	-11	0.3	-16	17	-1.4	0	-4	-2.1	-2
COc1ccc(NC(=O)CCn2nc(C)cc2C)cc1	6	0.6	-6	16	0.4	-18	-11	-0.4	-1
Cc1cc(C)c(C)c(S(=O)(=O)N2CCN(C(=S)NCC3CCCO3)CC2)c1C (stereo unspecified)	6	0.9	-13	-3	-0.2	-17	-16	-1.7	6
COc1ccccc1Nc1ncccc1C(=O)O	8	0.3	-7	23	0.4	-1	-10	-0.4	-10
O=C(CN1CCN(c2ccc([N+](=O)[O-])cc2)CC1)Nc1nccs1	-6	1.5	2	4	1.1	1	0	2.2	-12
O=C(CN1C(=O)S/C(=C\C=C\c2ccccc2)C1=O)Nc1ccccc1C(=O)O	-19	0.7	-5	17	0.0	-19	-6	-0.1	-9
Cc1cccc(OCCNC(=O)CCc2ccccc2)c1	-28	0.6	-3	11	-1.1	-4	-7	-0.7	/
Cc1ccc(-n2c(Cl)c(Cl)[nH]c(=O)c2=O)cc1	-6	0.4	-3	18	-0.5	-2	-8	1.5	-5
Cc1ccc(-c2nnc(N(C)C(=O)c3ccccn3)s2)cn1	7	0.1	-7	16	6.4	-3	-5	0.3	3
COc1ccc(-n2c(C)cc(/C=C(\C#N)C(=O)NCc3ccco3)c2C)cc1	-5	0.5	-6	0	0.4	-16	-13	-1.8	10
CC(c1ccccc1)N1CC(C(=O)N2CCCC(C(N)=O)C2)CC1=O (stereo unspecified)	-12	0.2	2	-15	0.8	-11	0	0.9	/
Cc1nnc(SCC(=O)Nc2ccc(N(C)C)cc2)n(N)c1=O	-26	0.1	-7	11	0.1	-12	-9	0.1	-5
Cn1c(=O)c(C(N)=S)cn(-c2ccccc2)c1=O	-11	0.3	-17	7	-0.2	-4	0	3.4	12
Cn1nnnc1SCC(=O)c1ccc(Br)s1	-24	-0.3	-3	-8	-1.0	-8	-4	0.8	-4

Sorted by heavy-atom count (rising): part of the list above
SMILES	TAAR1 antagonist	M1 ag parental	OXTR potentiate	CHO-K1 Ca PAM	V1R ag counter	CHO parental Ca	CHO-K1 Ca antag	OXTR ag	GPR7 antag
CCOc1ccccc1N1CCN(C(=S)NCc2ccco2)CC1	-11	2.0	-6	20	1.2	-20	-9	2.0	-10
COc1cc(OC)cc(-c2nnc(Nc3nc4c(F)cccc4s3)o2)c1	14	0.3	-1	13	0.7	-9	-11	-0.9	9
COc1ccc(C(=O)Nc2c3c(nn2C(C)(C)C)CS(=O)(=O)C3)cc1OC	-19	0.8	-2	-3	-0.7	-9	9	0.0	9

Four successive entries already listed, quoted:
SMILES	TAAR1 antagonist	M1 ag parental	OXTR potentiate	CHO-K1 Ca PAM	V1R ag counter	CHO parental Ca	CHO-K1 Ca antag	OXTR ag	GPR7 antag
CC(c1ccccc1)N1CC(C(=O)N2CCCC(C(N)=O)C2)CC1=O (stereo unspecified)	-12	0.2	2	-15	0.8	-11	0	0.9	/
Cc1nnc(SCC(=O)Nc2ccc(N(C)C)cc2)n(N)c1=O	-26	0.1	-7	11	0.1	-12	-9	0.1	-5
Cn1c(=O)c(C(N)=S)cn(-c2ccccc2)c1=O	-11	0.3	-17	7	-0.2	-4	0	3.4	12
Cn1nnnc1SCC(=O)c1ccc(Br)s1	-24	-0.3	-3	-8	-1.0	-8	-4	0.8	-4

(list continues)
SMILES	TAAR1 antagonist	M1 ag parental	OXTR potentiate	CHO-K1 Ca PAM	V1R ag counter	CHO parental Ca	CHO-K1 Ca antag	OXTR ag	GPR7 antag
O=C(CCNC(=O)C1CCN(S(=O)(=O)c2ccccc2)CC1)NC1CC1	-42	0.1	-7	-6	-0.6	-7	2	0.0	-3
CCOC(=O)c1ccc(NC(=O)CSc2nnc(Cc3cccs3)n2C)cc1	-5	0.5	-1	14	-0.3	-25	-11	-2.0	-7
COc1ccc(CC(N)c2csc(Nc3cnccn3)n2)cc1 (stereo unspecified)	-5	1.4	/	2	/	/	0	/	/
N#CC(C#N)=C1NC2(CCCCC2)Cc2ccccc21	4	-0.3	0	-10	-0.9	-8	3	-3.1	-4
CC(NC(=O)/C(C#N)=C/c1ccc(C(=O)O)cc1)c1ccccc1 (stereo unspecified)	-35	0.9	13*	21	0.3	-17	-16	1.3	/
CCc1ccc(OCC(=O)OC2CCS(=O)(=O)C2)cc1 (stereo unspecified)	-16	0.7	-6	7	0.7	-2	-18	0.0	-13
CCOCC(=O)NCc1ccc2c(c1)cc(C)n2C	-16	0.4	-2	-2	-0.4	-5	-3	-0.5	-9
O=C1OCCC1Sc1nc2ccccc2n1Cc1ccccc1 (stereo unspecified)	2	0.8	-11	16	0.4	-27	-6	-1.3	-7
CC1CCC(NC(=O)Cn2c(=O)oc3ccccc32)CC1 (stereo unspecified)	-15	-0.1	-5	-6	-0.9	10	12	-0.2	-12
CC(CCc1ccccc1)NC(=O)CN(C)Cc1ccc(F)cc1 (stereo unspecified)	-10	0.3	-10	14	-0.7	-24	-8	-2.0	11
O=C(Nc1ccccc1-c1nc2ccccc2s1)c1cccnc1	-16	0.3	-8	25	-0.1	-5	-3	-0.3	-7
CC(C)[C@H](NC(=O)N1c2ccccc2NC(=O)[C@@H]1C(C)C)C(=O)N[C@H](C(=O)O)c1ccccc1	8	-0.3	1	-8	0.2	-5	7	0.9	-4
